RGS7-Gao reg = modulates binding of RGS7 to human Galphao; 0.35% of 220,000 active; Multiplexed bead flow cytometry; actives lie on both sides; AID 1439; binding response (% of control), % at 10 µM; in the data active = binding response below about 49% or above about 150%; inconclusive = no clear call, values can overlap the other calls; inactive = in between;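 also: fluorescent Galphao held in activated GDP-AlF4 state binding bead-coupled RGS7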
Target sequence (P09471 whole entry, looked up): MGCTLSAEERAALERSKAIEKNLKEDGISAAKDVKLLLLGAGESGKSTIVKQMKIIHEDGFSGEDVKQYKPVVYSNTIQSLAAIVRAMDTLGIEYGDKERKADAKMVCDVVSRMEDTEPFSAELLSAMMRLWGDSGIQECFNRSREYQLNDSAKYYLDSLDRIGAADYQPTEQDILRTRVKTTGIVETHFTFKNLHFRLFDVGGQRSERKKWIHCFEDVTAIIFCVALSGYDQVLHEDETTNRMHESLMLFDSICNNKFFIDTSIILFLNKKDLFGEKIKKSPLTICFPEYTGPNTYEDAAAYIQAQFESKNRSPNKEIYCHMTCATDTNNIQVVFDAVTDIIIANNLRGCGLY
RGS4-Gao reg = human RGS4-Galphao interaction regulation. AID 1415. Multiplexed bead flow cytometry, RGS4-Galphao binding; actives lie on both sides. binding response (% of control), % at 10 µM. 0.33% of 220,000 active. P09471; in the data active = binding response below about 49% or above about 150%; inactive = in between;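 also: fluorescent Galphao activated with aluminum fluoride binding bead-coupled RGS4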
Bim-Bcl-W = human Bim-Bcl-W interaction inhibition | AID 952 | inhibition, % at 10 µM | 0.02% of 190,000 active | bead-based flow cytometry, Bim peptide-Bcl-W binding | Q92843;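 also: 0% = bound tracer without compound and 100% = peptide blocker; higher means less fluorescent Bim peptide bound to Bcl-W beads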
Target sequence (Q92843 whole entry, looked up): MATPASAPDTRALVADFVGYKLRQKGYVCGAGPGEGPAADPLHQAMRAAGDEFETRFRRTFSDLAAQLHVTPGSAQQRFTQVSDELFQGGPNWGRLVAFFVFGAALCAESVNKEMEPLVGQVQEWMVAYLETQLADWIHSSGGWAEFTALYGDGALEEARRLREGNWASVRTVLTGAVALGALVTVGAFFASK
Mcl1-Bid inh = disrupts binding of human Mcl-1 to Bid peptide. Q07820. 0.97% of 220,000 active. inhibition, % at 21.7 µM. TR-FRET Mcl-1/Bid-Dy647 peptide binding, 1536-well;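 active = compounds that cut the binding signal by more than half at the single screening dose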;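 also: His-tagged Mcl-1 with europium anti-His antibody binding Bid BH3 peptide; 0% = Mcl-1 plus peptide wells and 100% = peptide-only wells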
Bim-Mcl-1 = disrupts Bim peptide binding to human Mcl-1; Q07820; Bead-based flow cytometry, Bim peptide-Mcl-1 binding; inhibition, % at 10 µM; 0.1% of 190,000 active;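 also: 0% = no compound tracer wells and 100% = peptide blocker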
GSH bead fluor = compound fluoresces at 488/530 nm on GSH beads; 0.25% of 190,000 active; fluorescence (KMESF) at 10 µM; AID 1776; GSH beads flow cytometry, compound fluorescence 488/530 nm; stronger effect = higher value; in the data active = fluorescence above about 89;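 also: glutathione beads carrying GST-tagged Bcl family fusion proteins plus one bare bead set; values are compound well signal with DMSO vehicle wells as background; inactives centre near 16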
Bcl-2 Bim block = inhibitors of Bim-Bcl-2 interaction, human; P10415; Bead-based flow cytometry, Bim peptide-Bcl-2 binding; inhibition, % at 10 µM; 0.06% of 190,000 active; AID 950; in the data active = inhibition above about 40%; inconclusive = no clear call, values can overlap the other calls;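 also: 0% = no compound wells with probe peptide and 100% = reference peptide inhibitor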
Bcl-B Bim block = inhibitors of Bim-Bcl-B interaction, human; Q9HD36; bead-based flow cytometry, Bim peptide-Bcl-B binding; inhibition, % at 10 µM; 0.073% of 190,000 active;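 also: 0% = tracer peptide without compound and 100% = reference inhibitor peptide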
Target sequence (Q9HD36 whole entry, looked up): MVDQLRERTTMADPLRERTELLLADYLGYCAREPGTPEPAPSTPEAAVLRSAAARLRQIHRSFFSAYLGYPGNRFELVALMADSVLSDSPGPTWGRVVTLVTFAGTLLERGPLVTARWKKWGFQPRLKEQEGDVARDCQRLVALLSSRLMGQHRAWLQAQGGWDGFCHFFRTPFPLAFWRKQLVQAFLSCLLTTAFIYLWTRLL
Bim-Bcl-XL = human Bim-Bcl-XL interaction inhibition. AID 1007. Q07817. Bim peptide-Bcl-XL binding, bead flow cytometry, fluorescence. inhibition, % at 10 µM. 0.04% of 190,000 active
Target sequence (Q07817 whole entry, looked up): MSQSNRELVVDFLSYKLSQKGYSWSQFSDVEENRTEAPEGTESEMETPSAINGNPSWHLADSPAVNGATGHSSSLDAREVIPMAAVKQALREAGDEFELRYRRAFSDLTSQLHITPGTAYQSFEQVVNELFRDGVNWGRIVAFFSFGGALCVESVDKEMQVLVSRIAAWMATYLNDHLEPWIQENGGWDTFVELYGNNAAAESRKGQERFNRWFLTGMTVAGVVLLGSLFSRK
RGS8-Gao reg = human RGS8-Galphao interaction regulation; 0.34% of 220,000 active; response (percent of control binding), % at 10 µM; multiplexed bead flow cytometry, RGS8-Galphao binding; actives lie on both sides; P09471; in the data active = response below about 60% or above about 140%; inactive = in between;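 also: Galphao activated as the GDP aluminium fluoride complex binding bead-coupled RGS8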
Bfl-1 Bim block = human Bim-Bfl-1 interaction inhibition; 0.12% of 190,000 active; Bead-based flow cytometry, Bim-Bfl-1 binding inhibition; inhibition, % at 10 µM; AID 1008; Q16548;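 also: 0% = wells without compound plus tracer and 100% = blocker peptide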
* marks the source's active call; other numbers are inactive results; ? = inconclusive; · = not tested or not shown. Rule as the data show it, unless noted: active = inhibition above about 40%.

SMILES	RGS7-Gao reg	RGS4-Gao reg	Bim-Bcl-W	Mcl1-Bid inh	Bim-Mcl-1	GSH bead fluor	Bcl-2 Bim block	Bcl-B Bim block	Bim-Bcl-XL	RGS8-Gao reg	Bfl-1 Bim block
COc1ccc(C(=O)OCc2nc(N)nc(Nc3ccccc3C)n2)cc1OC	98.8	100.1	-2.0	-13.7	0.0	19	-7.0	-4.0	-5.0	101.2	-4.0
CCc1c(C(=O)NC2CCCCC2)[nH]c(C)c1C(C)=O	103.2	95.5	1.0	-28.4	0.0	15	-8.0	-6.0	-4.0	98.2	-13.0
Cc1noc(NS(=O)(=O)c2ccc(NC(=O)c3ccoc3C)cc2)c1C	96.8	98.7	1.0	-9.6	0.0	12	-9.0	-9.0	-2.0	100.5	-14.0
COc1ccc(-c2nc(CS(=O)CC(=O)N3CCc4ccccc4C3)c(C)o2)cc1 (configuration not stated)	98.4	101.2	0.0	-18.2	-3.0	26	-6.0	-11.0	-9.0	95.8	-10.0
Cn1c(-c2sc3cc(C(F)(F)F)cnc3c2-c2ccccc2)n[nH]c1=S	105.2	101.7	-1.0	-35.2	-5.0	35	-8.0	-22.0	-7.0	99.6	-11.0
COC(=O)c1c(NC(=O)CSc2nnnn2C)sc(C)c1C	98.7	101.4	0.0	-35.8	1.0	11	0.0	-1.0	0.0	99.0	1.0
Cn1c(=O)c2c(-c3ccccc3F)c3c(nc2n(C)c1=O)-c1ccccc1C3O (configuration not stated)	94.9	87.8	-6.0	-22.2	-6.0	18	-5.0	-7.0	-8.0	78.2	-4.0
COCCn1nnnc1CN(CCCN1CCOCC1)Cc1cc2c(C)ccc(C)c2[nH]c1=O	97.6	95.9	0.0	-6.9	-1.0	9	-8.0	-5.0	0.0	95.7	-7.0
CC(C)(O)C(=O)NN(Cc1ccccc1)c1ccccc1	101.2	101.0	-4.0	3.6	-5.0	11	-3.0	-9.0	-7.0	100.2	-3.0
CS(=O)(=O)c1nc2c(cc1C#N)CCCC2	103.1	95.8	-1.0	-36.4	1.0	15	-1.0	-1.0	-5.0	100.9	-6.0
Cc1ccc(-c2cc(-c3nnc(SCC(=O)N(C)CCC#N)n3N)c3ccccc3n2)cc1	101.8	103.4	-6.0	8.9	-6.0	17	2.0	-5.0	-3.0	100.8	-1.0
CCCS(=O)(=O)c1nc(S(=O)(=O)c2ccc(C)cc2)c(NCCCN2CCOCC2)s1	104.1	103.4	-5.0	-3.7	-2.0	30	2.0	-1.0	-4.0	104.7	3.0
Cc1nc(-c2ccccc2)nc2[nH]c(=O)n(-c3ccccc3)c(=O)c12	96.0	98.8	0.0	13.5	-2.0	21	-6.0	-9.0	-9.0	100.4	-16.0
CCN(CC(=O)NC(C)C)C(=O)[C@@H](NC(=O)c1ccco1)C(C)C	97.8	98.2	-2.0	-12.7	2.0	6	0.0	-1.0	-4.0	99.9	-4.0
NNC(=O)CCc1nc2ccccc2[nH]1	96.6	100.8	0.0	-23.7	0.0	20	-1.0	-1.0	0.0	97.5	-7.0
Nc1nn2c(-c3ccccc3)cc(=O)[nH]c2c1N=Nc1ccc(O)cc1	97.0	102.8	10.0	79.5*	6.0	6	11.0	13.0	16.0	100.3	7.0
O=C(COC(=O)c1ccc(CO)cc1)NCc1cccs1	98.4	99.6	-4.0	-10.7	-6.0	6	-4.0	-2.0	-4.0	101.0	0.0
Cc1ccc(-n2nnnc2/C=C\Nc2cc(C)on2)cc1	100.7	100.9	-5.0	-17.4	-3.0	9	0.0	-9.0	-10.0	102.8	-3.0
COC(=O)CSC1=C(C#N)C(c2cccc(OC)c2)CC(=O)N1 (configuration not stated)	101.1	103.1	0.0	-23.7	0.0	14	-3.0	-1.0	0.0	102.1	-8.0
COCCN(CC(=O)NC1CCCCC1)C(=O)CCCC(=O)Nc1ccccn1	105.7	110.9	1.0	-10.8	3.0	16	1.0	0.0	1.0	111.4	-8.0
Cn1c(=O)[nH]c(=O)c2c1nc(N1CCCCCC1)n2CCSc1nc2ccccc2[nH]1	99.9	101.4	1.0	-22.9	2.0	13	-2.0	-5.0	0.0	101.9	-8.0
O=C(N=C1c2ccccc2CN1c1ccc(F)c(Cl)c1)c1cccnc1Cl	94.5	93.3	0.0	35.7	-2.0	7	-1.0	-4.0	-4.0	94.6	-1.0
CC(C)OC(=O)CN1CCN(c2ccc(Cl)cc2)CC1	105.5	104.1	-2.0	-3.5	-1.0	8	-3.0	-5.0	-2.0	98.3	-5.0
CCCCCN(C(=O)NC(=O)Nc1ccccc1C)S(=O)(=O)c1ccccc1	102.5	103.5	-8.0	-6.8	-8.0	18	-1.0	-6.0	-9.0	102.4	-7.0
NS(=O)(=O)c1ccc(NCc2cc(Cl)ccc2OCc2ccccc2F)cc1	96.7	97.0	0.0	-31.4	-1.0	25	-3.0	-4.0	0.0	92.3	2.0
SMILES	RGS7-Gao reg	RGS4-Gao reg	Bim-Bcl-W	Mcl1-Bid inh	Bim-Mcl-1	GSH bead fluor	Bcl-2 Bim block	Bcl-B Bim block	Bim-Bcl-XL	RGS8-Gao reg	Bfl-1 Bim block
O=S(=O)(c1ccc(-c2csc(-c3cccnc3)n2)cc1)N1CCCC1	111.7	109.5	3.0	11.5	-2.0	16	-11.0	-7.0	-4.0	108.6	-12.0
Cc1ccc(CNC(=O)N[C@@H](Cc2ccccc2)C(=O)O)cc1	96.7	97.6	-3.0	-1.1	-5.0	25	0.0	-6.0	0.0	101.7	-3.0
CCn1c(=S)[nH]c2cc(S(=O)(=O)N3CCCCC3)ccc21	102.5	100.1	-4.0	12.2	-5.0	36	-9.0	-27.0	-4.0	97.8	-11.0
Cc1ccccc1NC(=O)COC(=O)CN1C(=O)NC(C)(C)C1=O	102.1	98.2	2.0	-36.3	3.0	8	-6.0	-3.0	-3.0	100.2	-7.0
CCC(C)/C(C)=N/NC(=O)c1cn(-c2ccccc2)nc1-c1ccccc1 (configuration not stated)	103.0	101.7	-2.0	13.7	-4.0	10	-9.0	-8.0	-10.0	102.0	-9.0
O=c1cc(O)c2c(=O)n(C3CCCCC3)c3ccccc3c2o1	94.8	94.2	-2.0	-9.5	-1.0	28	-8.0	-8.0	-3.0	100.4	-17.0
O=C(COC(=O)C1CC1)NCc1ccccc1Cl	100.9	98.3	6.0	-13.2	0.0	9	-4.0	-6.0	0.0	99.4	-8.0
COC(=O)c1sc(S(=O)(=O)N2CCC(C(N)=O)CC2)c(C(=O)OC)c1C	98.8	98.5	0.0	-1.5	-1.0	23	-7.0	-4.0	0.0	101.5	-9.0
O=C(Cc1ccccc1)c1c[nH]c(C(=O)NC2CCCC2)c1	102.4	105.7	0.0	-6.0	-5.0	15	-3.0	-6.0	-4.0	104.7	-5.0
Cc1ccc(NC(=S)N/N=C/c2c(Cl)cccc2Cl)c(C)c1	99.7	98.8	-10.0	-42.5	-8.0	12	-15.0	-17.0	-10.0	98.5	-14.0
CCCCCCSC1=C(C#N)C(c2ccc(O)cc2)CC(=O)N1 (configuration not stated)	101.0	98.2	0.0	-35.3	1.0	7	1.0	2.0	-1.0	101.7	-2.0
CCN(CC)c1ccc(S(=O)(=O)N2CCOCC2)cc1NC(=O)c1cc(=O)c2ccccc2o1	102.3	102.6	-2.0	-1.0	-3.0	13	-1.0	-5.0	-1.0	103.6	-7.0
Cc1ccc(Nc2nc(-c3sc(NC(=O)c4ccc([N+](=O)[O-])cc4)nc3C)cs2)cc1	104.4	106.0	0.0	-34.1	-6.0	24	-5.0	-11.0	-4.0	100.4	-8.0
Cc1ccc(C(=O)NCc2ccccc2)c(F)c1F	?	105.2	-1.0	-26.4	0.0	18	-2.0	-3.0	0.0	101.6	-4.0
CCOC(=O)N1CCN(c2c(NCCCN3CCCC(C)C3)c(=O)c2=O)CC1 (configuration not stated)	105.7	104.8	-2.0	-25.8	0.0	14	-9.0	-6.0	-6.0	104.6	-9.0
CCCCC(=O)Nc1nnnn1CCC	101.8	103.8	0.0	-24.3	2.0	6	1.0	1.0	1.0	101.9	0.0
CC(SC1CCCC1)C(=O)NC(C)(C#N)C(C)C (configuration not stated)	97.0	98.4	0.0	·	-1.0	35	0.0	0.0	0.0	99.8	-1.0
OCCCCNCc1ccc(OCc2ccccc2)cc1	100.3	98.6	3.0	-19.3	14.0	9	-3.0	-1.0	0.0	101.4	-2.0
COC(=O)c1cn(-c2ccccc2)nc1-c1ccncc1	95.9	96.1	7.0	-3.3	6.0	34	6.0	7.0	9.0	88.5	10.0
Cc1ccc(Cl)cc1OCC(=O)NCCOC(=O)Nc1sc(=S)n(C)c1C	101.7	99.2	-2.0	-19.6	0.0	9	-7.0	-20.0	-9.0	96.6	-13.0
CCOc1cc(/C=N/NC(=O)c2ccc(CSc3nncn3C)cc2)ccc1OCC(=O)N1CCOCC1	104.8	100.8	0.0	-11.9	3.0	6	-1.0	1.0	0.0	103.8	-3.0
CC[n+]1c(/C=C/Nc2ccccc2)sc2ccccc21	99.3	99.2	-3.0	-18.8	-4.0	32	-9.0	-12.0	-8.0	100.5	-9.0
CCOC(=O)N1CCN(C(=O)c2cn(CC(C)C)c(=O)c3c2c2ccccc2n3C)CC1	97.0	99.3	-4.0	12.5	-5.0	18	0.0	-2.0	-1.0	102.6	0.0
O=C(CC1(O)C(=O)N(Cc2cccc3ccccc23)c2ccccc21)c1cccnc1 (configuration not stated)	98.2	97.0	1.0	9.6	-1.0	32	-7.0	-5.0	-4.0	100.7	-10.0
Nc1nc(-c2nc3ccccc3[nH]2)cs1	97.8	92.4	5.0	-16.0	0.0	48	-8.0	-9.0	0.0	95.8	-11.0
SMILES	RGS7-Gao reg	RGS4-Gao reg	Bim-Bcl-W	Mcl1-Bid inh	Bim-Mcl-1	GSH bead fluor	Bcl-2 Bim block	Bcl-B Bim block	Bim-Bcl-XL	RGS8-Gao reg	Bfl-1 Bim block
O=C(O)c1cccc(N/N=C/c2cccnc2)c1	100.4	103.1	-3.0	-56.0	0.0	19	-1.0	-2.0	-3.0	102.5	-3.0
C/C(=N\NC(=S)Nc1cccc(C)c1)c1cc2ccccc2o1	83.9	92.9	3.0	-80.1	3.0	15	-4.0	-8.0	-3.0	95.7	-1.0
CCOc1ccc(N(CC(=O)NC2CCCC2)C(=O)CSc2nnc(COc3ccccc3)o2)cc1	96.2	93.6	4.0	-38.2	0.0	41	-9.0	-7.0	-2.0	99.5	-10.0
COc1ccc(/C=N/NC(=O)c2ccc(N)cc2)cc1Cn1cc([N+](=O)[O-])cn1	95.9	99.2	-2.0	-12.3	1.0	10	-3.0	-2.0	-3.0	98.6	-2.0
O=C(Nc1cccc2ccccc12)N1CCN(c2ccccc2)CC1	98.3	99.8	-3.0	-24.5	-3.0	21	-7.0	-2.0	-5.0	101.0	-2.0
COc1cc(-c2nnc(-c3ccc(N4CCOCC4)cc3)o2)cc(OC)c1OC	98.5	95.8	5.0	·	5.0	35	1.0	4.0	3.0	100.0	0.0
Cc1cc(C)cc(NC(=O)c2cc(S(=O)(=O)NCc3ccco3)ccc2F)c1	100.7	100.7	-5.0	-16.7	-5.0	14	-5.0	-9.0	-6.0	97.1	-10.0
CCCC(=O)NCCSC	94.2	85.8	0.0	-58.9	4.0	8	3.0	2.0	2.0	99.5	1.0

Bioassay records (PubChem)
